pPAFAH inh = inhibitors of human plasma PAF acetylhydrolase (pPAFAH). 330,000 compounds, 1.5% hits. inhibition, % at 3.39 µM. recombinant pPAFAH, FP-rhodamine probe fluorescence polarization. Q13093;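 active = inhibition above the mean inhibition across the screen plus 3 SD, cut at about 25% in these data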;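 also: inhibitors block binding of the rhodamine activity-based probe so polarization drops; 0% = enzyme with DMSO and 100% = wells lacking pPAFAH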
PAD4 inh = blocks human protein arginine deiminase 4; Q9UM07; recombinant PAD4, RCA probe fluorescence polarization; inhibition, % at 6.36 µM; 330,000 compounds, 0.41% hits;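 active = percent inhibition above a cutoff equal to the mean of all tested compounds plus 3 SD, cut at about 15% in these data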;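 also: 0% = PAD4 with RCA probe and DMSO and 100% = probe without PAD4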
Target sequence (Q9UM07 whole entry, looked up): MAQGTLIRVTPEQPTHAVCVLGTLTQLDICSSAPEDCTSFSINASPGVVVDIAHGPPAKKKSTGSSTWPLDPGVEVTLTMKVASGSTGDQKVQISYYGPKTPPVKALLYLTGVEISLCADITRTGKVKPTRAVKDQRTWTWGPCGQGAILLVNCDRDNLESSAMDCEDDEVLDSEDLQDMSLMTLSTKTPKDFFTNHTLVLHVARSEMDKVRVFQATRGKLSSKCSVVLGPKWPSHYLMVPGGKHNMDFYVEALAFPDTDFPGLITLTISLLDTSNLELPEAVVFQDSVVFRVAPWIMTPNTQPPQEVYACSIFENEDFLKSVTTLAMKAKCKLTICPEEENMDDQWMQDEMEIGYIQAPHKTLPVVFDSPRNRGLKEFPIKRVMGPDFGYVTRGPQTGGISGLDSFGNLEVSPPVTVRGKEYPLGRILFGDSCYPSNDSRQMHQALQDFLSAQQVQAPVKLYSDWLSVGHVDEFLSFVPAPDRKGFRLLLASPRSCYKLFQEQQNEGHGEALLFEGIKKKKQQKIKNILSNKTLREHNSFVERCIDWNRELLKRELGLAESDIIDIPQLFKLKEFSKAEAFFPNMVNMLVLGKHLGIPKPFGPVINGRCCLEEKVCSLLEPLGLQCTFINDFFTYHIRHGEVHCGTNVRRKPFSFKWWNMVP
PAFAH1B3 FP inh = blocks human PAF acetylhydrolase 1B catalytic subunit 3; Q15102; recombinant PAFAH1B3, FP-rhodamine probe, fluorescence polarization; inhibition, % at 3.39 µM; 340,000 compounds, 0.28% hits; AID 492972;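 active = inhibition above the screen-wide average of all tested compounds plus 3 SD, cut at about 25% in these data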;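 also: 0% = enzyme with DMSO only and 100% = wells lacking PAFAH1B3 protein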
LYPLA2 inh = counter-screen for PME1 inhibitors: inhibitors of human LYPLA2; O95372; recombinant LYPLA2, FP-Rh probe fluorescence polarization; inhibition, % at 5.9 µM; 320,000 compounds, 0.38% hits;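 active = inhibition above the screen-wide mean plus 3 SD, limit set per campaign, cut at about 26% in these data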;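 also: 0% = LYPLA2 with DMSO and 100% = wells lacking LYPLA2 enzyme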
LYPLA1 counter = LYPLA1 (human) inhibition in PME1 counter-screen | O75608 | recombinant LYPLA1, FP-Rh probe fluorescence polarization | inhibition, % at 5.9 µM | 320,000 compounds, 0.16% hits | AID 2174;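 active = inhibition above the mean of all tested compounds plus 3 SD, set per campaign, cut at about 14% in these data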;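 also: inhibitors block serine hydrolase probe labeling of LYPLA1 so polarization falls; 0% = enzyme with DMSO and 100% = wells lacking LYPLA1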
Target sequence (O75608 whole entry, looked up): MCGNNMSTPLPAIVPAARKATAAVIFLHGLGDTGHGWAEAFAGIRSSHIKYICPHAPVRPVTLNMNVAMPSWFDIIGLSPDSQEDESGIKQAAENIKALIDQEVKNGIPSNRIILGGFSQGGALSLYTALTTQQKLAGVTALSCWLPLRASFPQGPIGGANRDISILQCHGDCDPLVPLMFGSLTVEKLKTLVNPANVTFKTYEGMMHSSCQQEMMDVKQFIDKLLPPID
GSTO1 counter = counter-screen for RBBP9 inhibitors: inhibitors of human GSTO1. inhibition, % at 5.96 µM. 300,000 compounds, 1.1% hits. P78417. recombinant GSTO1, activity-based probe fluorescence polarization;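 active = inhibition above the campaign mean inhibition plus 3 SD, cut at about 35% in these data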;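 also: 0% = GSTO1-1 with DMSO and 100% = wells lacking GSTO1-1 enzyme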
PREPL inhibitor = inhibits the human prolyl oligopeptidase-like enzyme; 320,000 compounds, 0.68% hits; AID 2751; inhibition, % at 5.96 µM; recombinant PREPL, fluorescence polarization activity-based probe; in the data active = inhibition above about 43%;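 also: 0% = enzyme with DMSO and 100% = wells lacking enzyme; many of its hits are not listed in these tables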
PME-1 primary = blocks human protein phosphatase methylesterase 1; inhibition, % at 5.9 µM; 320,000 compounds, 0.53% hits; recombinant PME-1, FP-Rh probe fluorescence polarization;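 active = inhibition above the campaign mean of all compounds plus 3 SD, cut at about 26% in these data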;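 also: competitive labeling of PME-1 active site by serine hydrolase directed probe; 0% = PME-1 with DMSO and 100% = wells lacking PME-1 enzyme; inhibitors block probe labeling so polarization falls and inhibition rises; many of its hits are not listed in these tables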
PAFAH1B2 FP inh = inhibitors of human PAFAH1B2. inhibition, % at 3.39 µM. P68402. AID 492953. 340,000 compounds, 1.2% hits. recombinant PAFAH1B2, FP-rhodamine activity probe, fluorescence polarization;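 active = inhibition above the mean of all tested compounds plus 3 SD, cut at about 24% in these data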;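 also: 0% = enzyme with DMSO and 100% = wells lacking PAFAH1B2; many of its hits are not listed in these tables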
The depositor's hits bear a star; x = no result given.

SMILES	pPAFAH inh	PAD4 inh	PAFAH1B3 FP inh	LYPLA2 inh	LYPLA1 counter	GSTO1 counter	PREPL inhibitor	PME-1 primary	PAFAH1B2 FP inh
COc1ccccc1CNC(=O)OCc1nccnc1C(=O)Nc1ccc(Br)cn1	2	-6	2	1	1	-1	4	4	0
N#Cc1cc2c(cc1NC(=O)CCn1cnnn1)OCO2	0	-2	10	-1	3	5	9	-3	2
Cc1ccc2c(c1)N(CC(=O)N(Cc1ccc3c(c1)OCO3)CC1CCCO1)C(=O)C(C)O2 (stereo unspecified)	2	-1	7	2	6	-1	20	4	1
CCC(C)Nc1c2c(nc3c(-c4ccccc4)c(C)nn13)CCC2 (stereo unspecified)	5	-1	4	-3	-1	-5	9	0	6
Cc1ccc(NC(=O)COC(=O)c2ccc3c(c2)NC(=O)C2CCCN32)cc1 (stereo unspecified)	6	-13	-13	-46	-26	7	-1	-25	-10
O=C(Nc1ccnn1C1CCN(CCCc2ccccc2)CC1)c1ccccc1Cl	2	-6	-2	11	7	3	-24	2	9
COc1ccc(OC)c(NC(=O)C(=O)NNC(=O)COc2ccc(Br)cc2C)c1	23	-1	-2	1	-4	1	22	3	9
O=C(NCc1n[nH]c(=S)n1-c1cccc(C(F)(F)F)c1)c1ccc(S(=O)(=O)N2CCCC2)cc1	-6	-2	2	-3	-4	-1	2	3	23
CNS(=O)(=O)c1cccc2nsnc12	5	1	5	1	3	4	3	3	-2
Cn1ccnc1SCC(=O)Nc1cccc2ccccc12	2	0	7	6	0	4	18	-15	-1
O=C1CSCC(=O)N1Cc1ccc(Cl)c(Cl)c1	6	5	6	-5	-2	10	8	2	1
Fc1ccc(CNC(=S)NCc2ccc(F)cc2)cc1	2	1	4	0	2	-3	-6	7	1
CCN(c1ccc(NC(=O)COC(=O)c2cc3ccccc3oc2=O)cc1)C(C)C	1	-1	2	0	1	2	17	2	3
COC(CNC(=O)c1cccc2c1C(=O)N(Cc1cccnc1)C2)OC	0	2	-1	3	1	1	-4	-6	-1
CCOC(=O)c1ccc(NC(=S)N2CCCC(C(=O)N3CCCC3)C2)cc1 (stereo unspecified)	32*	-6	-1	-3	-2	-1	0	-5	0
CCOC(=O)C1=C(C)NC2=C(C(=O)C(C(=O)OCC)C(c3cccc(OC)c3)C2)C1c1ccccn1 (stereo unspecified)	4	-3	7	6	2	1	11	1	4
COc1ccccc1CNC(=O)C(NC(=O)c1ccccc1C)C(C)C (stereo unspecified)	3	-2	8	0	2	1	1	-3	8
CC(C)(C)OC(=O)CNC(=O)c1[nH]cnc1C(=O)N[C@@H](Cc1ccccc1)C(=O)OCc1ccccc1	2	-1	6	-33	-15	-1	0	1	-10
C=CCOc1ccccc1CN1CCC(Oc2ccc(C(=O)N3CCCCC3)cc2)CC1	4	-1	5	2	4	3	10	3	1
CC(=O)Nc1ccc2nc(SCC(=O)NCCOc3ccccc3)sc2c1	-6	-3	15	0	1	12	-2	3	0
CCN(C[C@H]1N[C@@](Cc2ccccc2)(C(=O)OC)[C@H]2C(=O)N(Cc3ccccc3)C(=O)[C@@H]12)C(=O)c1ccc(C)cc1	-3	0	3	x	x	x	13	x	3
C[C@@H](O)C1NC(=O)[C@H](CCCCN)NC(=O)c2cc([N+](=O)[O-])cc(I)c2NCCC[C@@H](C(N)=O)NC1=O (stereo partly specified)	-7	-4	5	0	0	-1	26	-5	1
Cc1ccc(C(=O)Nc2ccc3ccccc3n2)cc1	-3	1	0	3	1	-1	-4	-2	1
COC(=O)c1onc(-c2c(C)cc(C)cc2C)c1C(=O)OC	5	0	9	-2	5	6	3	-2	-3
CC(C)n1nnnc1SCC(=O)N1CCOCC1	5	-4	8	3	-1	-4	2	4	9
O=C(COC(=O)c1ccccc1)Nc1cc(Cl)ccc1Oc1ccccc1	3	0	8	-8	-7	-3	14	-2	3
CC(=O)Nc1ccc(S(=O)(=O)N(C)CC(=O)NC2CCCC(C)C2C)cc1 (stereo unspecified)	-4	3	4	2	-2	6	-3	-1	3
CCOc1ccc(NCc2nnc(SCc3ccccc3Cl)n2-c2ccccc2)cc1	18	-5	4	7	-1	-3	38	15	5
CCCCOC(=O)c1ccc(NC(=O)c2c(Cl)ccc(Cl)c2OC)cc1	-9	-1	-14	-32	-16	-11	5	-23	-2
COc1cc(C2Nc3cccc4cccc(c34)N2)cc(OC)c1O	6	2	35*	10	-15	25	16	48*	13
COc1ccccc1Cc1noc(COc2cccc(C)c2C)n1	-1	3	-1	-1	-5	0	-5	9	5
C=CCn1ncc(OC)c(Cl)c1=O	3	-1	-3	-1	1	2	4	6	4
CC(=O)N1CCc2cc(Br)cc(S(=O)(=O)NCCCN3CCCC(C)C3)c21 (stereo unspecified)	1	-3	0	3	3	0	29	8	5
C#CCO[C@@H]1C[C@H](n2ccc(NC(=O)c3ccccc3)nc2=O)O[C@@H]1CO	5	-2	3	7	0	4	1	4	6
CCCCNc1nc2c(c(=O)n(Cc3ccccc3)c(=O)n2C)n1C	4	-2	1	2	2	-1	8	6	3
COc1ccc(-c2[nH]c3ccccc3c2SCCN)cc1	2	-1	6	-2	-1	3	55*	7	-2
O=C(NCc1c(Cl)cccc1Cl)c1ccc2nnsc2c1	8	2	-1	-1	-2	-11	-5	-5	2
CC(C)CCN1CCC(C)(NC(=O)c2ccccc2)C1=O (stereo unspecified)	-4	-3	-11	-3	-1	x	14	8	-4
CCOc1ccc2nc(NC(=O)c3cc([N+](=O)[O-])ccc3N3CCOCC3)sc2c1	7	3	8	4	-2	-4	10	0	2
C/C(=N\NC(=O)c1cc(C2CC2)nc2ccccc12)c1ccc(O)cc1O	13	1	12	-3	-3	13	-6	8	0

Already shown: an excerpt of the list.
SMILES	pPAFAH inh	PAD4 inh	PAFAH1B3 FP inh	LYPLA2 inh	LYPLA1 counter	GSTO1 counter	PREPL inhibitor	PME-1 primary	PAFAH1B2 FP inh
CCCCOC(=O)c1ccc(NC(=O)c2c(Cl)ccc(Cl)c2OC)cc1	-9	-1	-14	-32	-16	-11	5	-23	-2
COc1cc(C2Nc3cccc4cccc(c34)N2)cc(OC)c1O	6	2	35*	10	-15	25	16	48*	13
COc1ccccc1Cc1noc(COc2cccc(C)c2C)n1	-1	3	-1	-1	-5	0	-5	9	5
C=CCn1ncc(OC)c(Cl)c1=O	3	-1	-3	-1	1	2	4	6	4
CC(=O)N1CCc2cc(Br)cc(S(=O)(=O)NCCCN3CCCC(C)C3)c21 (stereo unspecified)	1	-3	0	3	3	0	29	8	5
C#CCO[C@@H]1C[C@H](n2ccc(NC(=O)c3ccccc3)nc2=O)O[C@@H]1CO	5	-2	3	7	0	4	1	4	6
CCCCNc1nc2c(c(=O)n(Cc3ccccc3)c(=O)n2C)n1C	4	-2	1	2	2	-1	8	6	3
COc1ccc(-c2[nH]c3ccccc3c2SCCN)cc1	2	-1	6	-2	-1	3	55*	7	-2
O=C(NCc1c(Cl)cccc1Cl)c1ccc2nnsc2c1	8	2	-1	-1	-2	-11	-5	-5	2
CC(C)CCN1CCC(C)(NC(=O)c2ccccc2)C1=O (stereo unspecified)	-4	-3	-11	-3	-1	x	14	8	-4
CCOc1ccc2nc(NC(=O)c3cc([N+](=O)[O-])ccc3N3CCOCC3)sc2c1	7	3	8	4	-2	-4	10	0	2
C/C(=N\NC(=O)c1cc(C2CC2)nc2ccccc12)c1ccc(O)cc1O	13	1	12	-3	-3	13	-6	8	0

More records follow:
SMILES	pPAFAH inh	PAD4 inh	PAFAH1B3 FP inh	LYPLA2 inh	LYPLA1 counter	GSTO1 counter	PREPL inhibitor	PME-1 primary	PAFAH1B2 FP inh
CCOc1cc(S(=O)(=O)Nc2ccccn2)ccc1F	1	3	5	-3	-4	7	5	0	-1
Cc1cnc(C(=O)OCC(=O)NC2CCCCC2)cn1	2	0	1	2	4	4	4	-4	4
CC1CCN(C(C(=O)Nc2ccc(C(C)C)cc2)c2ccc3c(c2)OCO3)CC1 (stereo unspecified)	-4	2	-2	-2	-6	5	1	-16	1
Cc1ccc(S(=O)(=O)N2CCOCC2)cc1C(=O)OCC(=O)NCCc1ccccc1	1	-3	8	x	x	x	13	x	-1
O=C(CSc1nnnn1Cc1ccccc1)c1ccccc1	-1	2	-2	1	0	24	1	-3	4
Cc1ccc(-c2ccc(=O)n(CC(=O)Nc3ccc4c(c3)OCCO4)n2)cc1	0	-4	5	-5	1	-5	10	-4	0
CN(c1ccc(O)cc1)c1nc(O)c(C2=c3ccccc3=NC2=O)s1	2	2	10	6	3	4	24	5	6
Cc1ccc(-n2c(C)cc(/C=c3/sc4nc5ccccc5n4c3=O)c2C)cc1	3	-4	x	3	-4	-1	10	-27	x
Cc1onc(-c2ccccc2)c1C(=O)NC1CCC(C)CC1 (stereo unspecified)	3	-2	1	4	1	x	0	2	3
Cn1c(SCc2c(Cl)cccc2Cl)nc(C(F)(F)F)cc1=O	9	-3	1	3	-2	10	0	5	0
COc1cc(OC)cc(-c2c(-c3ccsc3)c3cc(Br)ccc3n2C)c1	0	-3	6	3	2	x	20	5	0
CC(=O)N1CCN(S(=O)(=O)c2cccc(C(=O)OCC(=O)N(CCC#N)c3ccc(F)cc3)c2)CC1	13	29*	3	24	14	x	10	19	1
CCOc1cc2c(cc1OCC)CN(CC(=O)Nc1ccccc1C(=O)NC1CC1)CC2	-3	-3	0	2	2	x	5	4	-4
CC1=C(C(=O)Nc2ccccc2)C(c2ccco2)C(C#N)=C(SCC(N)=O)N1 (stereo unspecified)	4	-3	0	10	-2	-4	21	-2	8
N#CNC(=Nc1cccc(F)c1)SCc1cccc(F)c1	5	-2	3	0	2	6	5	-2	0
CCOc1ccccc1NC(=O)CSc1nnc(-c2ccco2)n1Cc1ccco1	1	4	8	-2	3	5	1	-6	2
COC(=O)c1cc(S(=O)(=O)N2CCN(c3ccc(OC)cc3)CC2)cn1C	1	4	2	5	2	0	18	0	-1
O=C(c1cc(COc2ccc3ncccc3c2)on1)N1CCCC(O)C1 (stereo unspecified)	3	0	4	7	3	3	2	3	3
CCC(Sc1nc2ccccc2o1)C(=O)Nc1nnc(C)s1 (stereo unspecified)	1	5	7	4	3	44*	-9	5	2
CCOC(=O)c1c(NC(=O)C2C3CCC(O3)C2C(=O)O)sc(C)c1-c1ccc(F)cc1 (stereo unspecified)	10	-2	6	2	3	-2	-6	-2	9
Cc1oc(-c2ccc(Cl)cc2)nc1CN1CCC(C(=O)NCc2cccnc2)CC1	3	-1	-1	-1	-3	2	12	0	1

A portion of the library (hit frequency here may not be typical).
